GPR35 antagonists: inhibition of zaprinast-stimulated GPR35 beta-arrestin translocation – imaging, U2OS, beta-arrestin-GFP, zaprinast agonist, primary screen (AID 2058); U2OS GPR35 beta-arrestin-GFP translocation imaging, zaprinast antagonism; higher % means a stronger effect; one-dose inhibition, % at 10 µM; IC50 in µM for titrated hits; 290,000 compounds, 0.052% hits;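 active = inhibition of at least 50% with at least 30 cells and total cytoplasm GFP at most 10,000,000; inconclusive = under 30 cells or total GFP of 10,000,000 plus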
Dengue-2 NS5 capping: flavivirus cap methylation enzyme inhibition – biochemical, confirmation dose response, primary screen (AID 588689). inhibition, % at 25 µM, or IC50 in µM where a hit was titrated. Dengue-2 NS5 methyltransferase capping enzyme assay, biochemical; higher % means a stronger effect. 340,000 compounds, 0.3% hits; in the data active = a potency from the dose series; inconclusive = inhibition above about 29% without an active follow-up result
Yfh1-off respiration: mitochondrial function rescue without frataxin homolog – Friedreich's ataxia, plus single-dose screen, dose response (AID 1465). S. cerevisiae Yfh1-off respiration, WST-1 reduction, 72 h; higher fold induction means a stronger effect. fold induction at 50 µM, or EC50 in µM where a hit was titrated. 220,000 compounds, 0.074% hits;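 active = fold induction of absorbance versus untreated yeast above a set limit, then at least 30% activation at any dose in follow-up; inconclusive = repeats straddling the limit, or above it without dose testing; inactive = fold induction below the set limit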;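 also: activators that raise dye reduction in frataxin-depleted yeast; strong numbers were not always called active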
AID2073: inhibitors of Mint1-CaV2.2 protein interaction, biochemical, HTRF (AID 2073) | HTRF protein-protein interaction, Mint1-CaV2.2; higher % means a stronger effect | inhibition, % at 20 µM; hits with a dose series show IC50 in µM | 290,000 compounds, 0.19% hits; in the data active = inhibition mostly above about 51%, no sharp cut-off; inconclusive = no clear call, values can overlap the other calls; inactive = mostly below about 53%; also: some results filed as inactive read as strong as hits
Rac1 GTP hydrolysis: MgcRacGAP GTPase-activating activity inhibitors, confirmation, biochemical, ADP Hunter fluorescence | MgcRacGAP-stimulated Rac1 GTP hydrolysis, ADP Hunter fluorescence; higher % means a stronger effect; GST-tagged Rac1 F28L mutant substrate | 340,000 compounds, 0.6% hits | AID 624330 | one-dose inhibition, % at 30 µM; IC50 in µM for titrated hits;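 active = first-screen hits whose inhibition reached a set limit at any dose in the follow-up dose series; inconclusive = inhibition above the set first-screen limit but never retested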;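 also: fluorescence reports GDP produced by GAP-driven GTP hydrolysis; strong numbers were not always called active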
SV40 large T antigen: SV40 large T antigen inhibitors, biochemical (AID 1903); inhibition, % at 20 µM, or IC50 in µM where a hit was titrated; 310,000 compounds, 0.39% hits; SV40 large T antigen ATPase/helicase inhibition assay; higher % means a stronger effect; in the data active = a potency from the dose series; inconclusive = inhibition mostly from about 32% at the one dose, without a potency; inactive = the rest, 99 in 100 with inhibition below about 32%; also: strong numbers were not always called active
GPR55 antagonists: inhibition of LPI-stimulated GPR55 beta-arrestin translocation – imaging, U2OS, beta-arrestin-GFP, LPI agonist, primary screen (AID 2013); U2OS GPR55 beta-arrestin-GFP translocation imaging, LPI antagonism; higher % means a stronger effect; inhibition, % at 10 µM; hits with a dose series show IC50 in µM; 290,000 compounds, 0.13% hits;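 active = spots per cell inhibited over 60%, with over 100 cells counted and total cytoplasm intensity under 500,000; inconclusive = wells with under 100 cells, flagged as likely toxic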;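 also: U2OS cells stably carrying GPR55 and arrestin-GFP stimulated by 5 µM LPI near EC80; imaged beta-arrestin-GFP aggregate spots per cell after agonist stimulation; plate controls were LPI-stimulated DMSO wells for no effect and DMSO wells without LPI for full effect; some results filed as inactive read as strong as hits; confirmed hits need IC50 under 10 µM and bright autofluorescent wells are also inconclusive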
GPR55 beta-arrestin: selective activators of receptor GPR55 – imaging, U2OS cells, beta-arrestin-GFP redistribution, primary screen (AID 1961); U2OS GPR55 beta-arrestin-GFP redistribution imaging; higher % means a stronger effect; activation, % at 10 µM; hits with a dose series show EC50 in µM; 290,000 compounds, 0.048% hits;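 active = activation above 40% with more than 50 cells counted in the well; inconclusive = wells holding fewer than 50 cells, flagged as toxic or sparse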;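 also: U2OS osteosarcoma cells stably expressing GPR55 and beta-arrestin-GFP; plate controls were DMSO negative control for no effect and LPI positive control for full effect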
NTR1 ag: agonists of NTR1, primary screen, imaging, U2OS cells, beta-arrestin-GFP, high content (AID 493036). P30989. NTR1-U2OS beta-arrestin-GFP spot imaging, agonist mode. activation, % at 20 µM. 330,000 compounds, 0.17% hits;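 active = activation at or above 40% of the spot to cytoplasm intensity ratio, with at least 20 cells analyzed; inconclusive = wells under 20 cells, flagged as cytotoxic or low count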;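 also: 0% = DMSO without peptide and 100% = 100 nM NTR1 peptide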
Target sequence (P30989 whole entry, looked up): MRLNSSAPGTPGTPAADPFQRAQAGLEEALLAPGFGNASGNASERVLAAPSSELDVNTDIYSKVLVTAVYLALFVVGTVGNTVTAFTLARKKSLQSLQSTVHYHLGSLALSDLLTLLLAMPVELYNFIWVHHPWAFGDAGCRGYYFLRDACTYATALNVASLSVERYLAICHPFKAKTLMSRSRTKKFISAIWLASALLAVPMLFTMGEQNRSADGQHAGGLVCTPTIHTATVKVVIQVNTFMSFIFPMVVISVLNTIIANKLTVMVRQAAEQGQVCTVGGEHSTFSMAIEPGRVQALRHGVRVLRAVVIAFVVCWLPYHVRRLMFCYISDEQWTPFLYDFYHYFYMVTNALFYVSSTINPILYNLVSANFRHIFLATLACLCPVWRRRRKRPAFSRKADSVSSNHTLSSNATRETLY
NTR1 ag cell count 20 µM: recorded beside NTR1 ag, whose call it bears; cell count; measured here: cell count, cytotoxicity flag
Dengue-2 NS5 capping pilot replicate: recorded beside Dengue-2 NS5 capping, whose call it bears; inhibition, %; measured here: pilot screen replicate inhibition
* hit, by the source's call; i = inactive; ? = inconclusive; · = not tested or not shown. The list is partial; rates above refer to the full screens.

SMILES	GPR35 antagonists	Dengue-2 NS5 capping	Yfh1-off respiration	AID2073	Rac1 GTP hydrolysis	SV40 large T antigen	GPR55 antagonists	GPR55 beta-arrestin	NTR1 ag	NTR1 ag cell count 20 µM	others
OC1(CN2CCOCC2)C2CC3CC(C2)CC1C3 (stereo not given)	0%	-5%	i	-4%	2%	7%	8%	-0.1%	-2.5	97
CCC1(C2=NCCN2)Cc2ccccc2O1 (stereo not given)	·	2%	·	·	4%	12%	·	·	1.0	52
N=C1C(c2ccccc2)=C(O)CN1Cc1ccco1	-4%	-3%	i	3%	2%	4%	3%	-0.1%	-0.9	50
Nc1c(C(=O)OCC2CCCO2)c2nc3ccccc3nc2n1Cc1cccs1 (stereo not given)	-5%	-9%	i	16%	6%	-4%	12%	-0.3%	8.1	47
COc1ccccc1N1CCN(Cc2ccc(SC)cc2)CC1	1%	-7%	·	-6%	?	8%	10%	0.1%	2.7	48
COc1ccc(C(CNC(=O)Cc2ccc(Cl)c(Cl)c2)N2CCCCC2)cc1 (stereo not given)	7%	-5%	·	7%	3%	29%	3%	-0.1%	0.8	68
Oc1ccc(/C=N/NP(=S)(c2ccccc2)c2ccccc2)cc1	2%	-2%	i	-14%	18%	22%	4%	-0.2%	4.9	75
Cc1ccc(N2C(=O)NC(=O)/C(=C\c3cc(C)n(-c4ccc(C(=O)O)cc4)c3C)C2=O)cc1	-12%	>100µM*	·	35%	21%	32%	0%	-0.1%	1.1	88
COc1ccc2c(c1)c(CCN)c(C)n2Cc1ccccc1	-13%	-1%	i	-9%	10%	12%	1%	-0.1%	0.0	51
CCOC(=O)C1=C(N)OC2=C(C(=O)CCC2)C12C(=O)N1c3c(ccc(C)c32)C(C)=CC1(C)C (stereo not given)	-7%	-5%	i	4%	1%	1%	16%	-0.1%	0.7	85
CN1C(=O)N(C)C(=O)C(CCc2ccncc2)(Cc2ccc3c(c2)OCO3)C1=O	-3%	-5%	i	0%	5%	1%	2%	0.7%	-0.4	48
O=C(O)C1C2c3ccccc3C(c3ccccc32)C1C(=O)Nc1ccccc1 (stereo not given)	-5%	-6%	i	2%	4%	1%	8%	-0.1%	-0.7	41
O=C1C2CCCN2C(c2ccc(Cl)c(Cl)c2)N1c1ccccn1 (stereo not given)	-2%	-5%	i	-2%	4%	3%	9%	0.0%	-1.9	76
CCN(CC)CCNCc1nc2ccccc2c(=O)n1-c1ccc(F)cc1	-16%	0%	i	-3%	7%	4%	12%	0.5%	1.6	41
CCCCCCN=C(C)c1c(O)n(CCCC)c(=O)[nH]c1=O	2%	4%	i	6%	9%	16%	-3%	0.3%	1.6	34
CC(C)CCC1(CCc2ccncc2)C(=O)NC(=O)NC1=O	5%	-1%	i	6%	4%	1%	19%	-0.1%	1.6	81
CN(C)c1ccc(P(=S)(N(C)C)N(C)C)cc1	-1%	2%	i	-2%	9%	13%	1%	-1.0%	0.3	63
Cc1ccccc1-n1c(O)c(/C=N/N2CCOCC2)c(=O)[nH]c1=S	-7%	-6%	i	1%	10%	-77%	4%	0.2%	-1.0	45
O=C(c1cccn2c(=O)c3ccccc3nc12)N1CCC2(CC1)OCCO2	10%	-2%	i	47%	9%	-1%	3%	-0.4%	0.2	89
COc1cccc(CC(=O)N2CCN(Cc3cccc(Cl)c3)CC2)c1	8%	-6%	·	8%	1%	5%	-6%	0.0%	-1.4	49
O=C(O)CCn1cc(C=C2C(=O)NC(=S)NC2=O)c(-c2cc3ccccc3oc2=O)n1	21%	47%	i	18µM*	29%	20%	-5%	-0.1%	·	·
O=C(c1ccc(N2CC3CC(C2)c2cccc(=O)n2C3)c([N+](=O)[O-])c1)N1CCCC1 (stereo not given)	-4%	-6%	i	-1%	10%	3%	6%	0.0%	0.3	55
Cc1c(OC(=O)N(C)C)ccc2c1O/C(=C\c1ccco1)C2=O	2%	14%	·	-19%	4%	10%	-4%	-0.1%	0.4	74
CCCCCCn1c(O)c(C=NC2CCCCC2N)c(=O)[nH]c1=O (stereo not given)	11%	·	i	5%	·	-1%	-3%	0.6%	7.1	85

Gathered by group: the entries above with a furan ring, fused or not.
SMILES	GPR35 antagonists	Dengue-2 NS5 capping	Yfh1-off respiration	AID2073	Rac1 GTP hydrolysis	SV40 large T antigen	GPR55 antagonists	GPR55 beta-arrestin	NTR1 ag	NTR1 ag cell count 20 µM	others
N=C1C(c2ccccc2)=C(O)CN1Cc1ccco1	-4%	-3%	i	3%	2%	4%	3%	-0.1%	-0.9	50
Cc1c(OC(=O)N(C)C)ccc2c1O/C(=C\c1ccco1)C2=O	2%	14%	·	-19%	4%	10%	-4%	-0.1%	0.4	74

Later entries.
SMILES	GPR35 antagonists	Dengue-2 NS5 capping	Yfh1-off respiration	AID2073	Rac1 GTP hydrolysis	SV40 large T antigen	GPR55 antagonists	GPR55 beta-arrestin	NTR1 ag	NTR1 ag cell count 20 µM	others
CCN(CC)c1ccc(CN(C)CCc2ccc(OC)c(OC)c2)cc1	-2%	2%	i	0%	15%	20%	34%	0.0%	-0.1	78
Cc1ccccc1N1C(=O)NC(=O)/C(=C\c2ccc3c(c2)CCCN3Cc2ccccc2)C1=O	2%	-79%	i	4%	31%	20%	7%	0.1%	2.6	55
O=c1c2ccccc2nc(-c2ccc(-c3ccccc3)cc2)n1-c1ccncc1	14%	-6%	i	-2%	4%	19%	5%	0.7%	1.5	40
COc1ccc(OC)c(CC(=O)N(C)C2CCCN(Cc3ccccc3F)C2)c1 (stereo not given)	1%	3%	·	6%	0%	-4%	-10%	-0.1%	-1.0	53
NC(=O)Cn1cc(C(=O)c2ccccc2)c2ccccc21	4%	3%	·	15%	9%	2%	7%	0.2%	0.2	53	Dengue-2 NS5 capping pilot replicate=-2.7
COCCNCCOc1ccc(C(C)(C)c2ccccc2)cc1	3%	-7%	i	0%	23%	13%	1%	-0.4%	1.1	50
Cc1ccccc1N1C(=O)NC(=O)/C(=C\c2cc(Br)c(N3CCOCC3)o2)C1=O	11%	-13%	i	-10%	24%	16%	-2%	-0.1%	-2.5	67
CC(C)N1CC=C(c2c[nH]c3ccccc23)CC1	3%	4%	i	5%	10%	25%	3%	-0.1%	2.1	33
CN1CCCCC1c1ccc(-c2cccnc2)nc1 (stereo not given)	-14%	-10%	i	12%	2%	6%	2%	0.2%	1.3	80
O=C(O)c1cccc2c1NC(c1cccc([N+](=O)[O-])c1)C1CC(Sc3ccccc3[N+](=O)[O-])C(Cl)C21 (stereo not given)	0%	?	i	78%	23%	33%	3%	-0.1%	3.0	87
O=C1CNC(c2ccccc2Cl)c2cc(Br)ccc2N1 (stereo not given)	-15%	0%	·	1%	8%	12%	-10%	0.3%	0.1	69
c1cc(CCN2CCCC2)ccn1	3%	6%	i	4%	8%	10%	-18%	-0.1%	-0.1	77
CC(C)Oc1ccc(CC2(CCc3ccncc3)C(=O)NC(=O)NC2=O)cc1	-8%	-5%	i	-6%	-2%	18%	-2%	-0.1%	1.6	46
Cn1nnc(CC[N+](C)(C)C)n1	7%	·	i	-1%	·	9%	-9%	0.4%	-0.6	44
O=[N+]([O-])c1ccc(N2CCCC2)c(F)c1Br	-2%	-4%	i	-14%	7%	3%	8%	0.5%	4.8	85
COc1cccc(N2CCN(Cc3cccc(Cl)c3)CC2)c1	-12%	-7%	i	1%	0%	4%	1%	-1.0%	0.3	82
NCC(CC(=O)O)C1CCCCC1 (stereo not given)	12%	-6%	i	24%	4%	12%	0%	-0.1%	0.5	60
O=C1CC(N2CCC(n3c(=O)[nH]c4ccccc43)CC2)C(=O)N1c1ccc(F)cc1 (stereo not given)	5%	3%	i	2%	10%	6%	10%	-0.2%	0.0	64
CN(C)CC1CSCCC1(O)c1ccccc1Cl (stereo not given)	-1%	0%	i	5%	10%	0%	2%	-0.2%	-1.3	54
COC(=O)[C@@]1(Cc2ccc(F)cc2)[C@H]2c3cc(C(=O)N(C)C)[nH]c3C[C@H]2CN1C(=O)c1ccccc1	13%	-6%	i	4%	0%	14%	9%	0.4%	1.8	82
c1ccc(CN2CCNCC2)nc1	4%	5%	·	-4%	4%	4%	7%	0.0%	-0.1	98
CSc1ccc(C(=O)C(C)(C)N2CCOCC2)cc1	-19%	-2%	i	-2%	6%	7%	10%	-0.1%	1.8	81
Fc1cccc(CNCCc2c[nH]c3ccccc23)c1	-3%	-16%	·	-1%	-8%	-7%	-2%	-0.1%	0.2	60
CC(C(=O)c1ccccc1)N1C(=O)c2ccccc2C1=O (stereo not given)	12%	0%	i	-2%	6%	-1%	13%	-0.3%	-0.7	59
O=C(Nc1cccc2ccccc12)N1CCC2(CC1)OCCO2	-9%	4%	i	14%	7%	21%	-6%	-0.1%	-0.5	92
O=c1c2ccccc2nc(-c2ccccc2)n1-c1cccnc1	-4%	-3%	i	8%	5%	-8%	-4%	0.0%	-1.1	87
ON1C2CCCCC2N(O)C1c1ccccc1F (stereo not given)	18%	-2%	i	-6%	-2%	12%	14%	-0.3%	2.5	48
CN1C2CCC1CC(=NO)C2	0%	1%	i	15%	5%	30%	12%	0.2%	36	91
Cc1c(-c2cccc(Cl)c2)nc2ccccc2c1C(=O)N1CCC2(CC1)OCCO2	4%	-1%	·	-3%	-7%	3%	7%	0.3%	1.3	58
Cc1ccccc1NC1(C#N)CCCCC1	2%	0%	i	14%	0%	-2%	-2%	0.4%	0.8	53
CCN1CCC(N(C)C2CCCCC2)CC1	-3%	-8%	·	2%	3%	4%	4%	-0.1%	-1.0	74
C=CP(=O)(O)c1ccccc1	5%	-5%	i	2%	4%	12%	10%	0.9%	-0.1	60
NNC(N)=O	·	?	·	·	-7%	15%	·	·	-0.4	50
Cc1cc(C)c(Cn2c(C(=O)O)c(C=O)c3ccccc32)c(C)c1	15%	-63%	i	-2%	3%	3%	11%	0.1%	-0.2	35
CCCCn1c(O)c(/C=C2/C=CC=N2)c(=O)[nH]c1=O	11%	-6%	i	?	-5%	11%	-5%	0.0%	1.5	55
CC1CN=C(Nc2ccc(F)c(Cl)c2)S1 (stereo not given)	12%	5%	i	-6%	14%	6%	-5%	-0.1%	-0.4	60

Compound activity deposited in PubChem BioAssay by several laboratories.
